# Source: PubChem BioAssay
# CHO parental Ca: signal in parental CHO cells, OX1R antagonist counter-screen; parental CHO-K1, ATP-induced calcium, Fluo-8 fluorescence; inhibition, % at 5.6 µM; 330,000 compounds, 0.63% hits;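 active means inhibition above that plate's mean sample inhibition plus 3 SD, cut at about 26% in these data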;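 further: 0% = ATP-challenged DMSO wells and 100% = DMSO wells without ATP; some compounds past the cut are filed as inactive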
#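 Test system: untransfected parental CHO cell line. Compound: one dose, 5.6 µM nominal. Detection: intracellular calcium via Fluo-8 no-wash fluorescent dye. Measure: % inhibition. Benchmarks: ATP-challenged DMSO wells low, unchallenged DMSO wells high.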
# M1 ag parental: nonselective activator or artifact in parental CHO-K1 cells; Fluo-8 calcium fluorescence; scaled to maximal ATP response, vehicle zero; activation, % at 3 µM; 360,000 compounds, 0.48% hits; in the data active means activation above about 15%;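 further: untransfected CHO-K1 host cells lacking M1 receptor as counterscreen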
# GPR7 antagonist: human neuropeptides B/W receptor 1 antagonism; GPR7-expressing cells, fluorescence antagonist assay; inhibition, % at 4.4 µM; 290,000 compounds, 1.1% hits; in the data active means inhibition above about 16%, passing the limit was not always enough;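 further: cells stimulated with the agonist NPW; 0% = agonist with vehicle and 100% = vehicle without agonist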
# Target sequence (P48145 whole entry, looked up): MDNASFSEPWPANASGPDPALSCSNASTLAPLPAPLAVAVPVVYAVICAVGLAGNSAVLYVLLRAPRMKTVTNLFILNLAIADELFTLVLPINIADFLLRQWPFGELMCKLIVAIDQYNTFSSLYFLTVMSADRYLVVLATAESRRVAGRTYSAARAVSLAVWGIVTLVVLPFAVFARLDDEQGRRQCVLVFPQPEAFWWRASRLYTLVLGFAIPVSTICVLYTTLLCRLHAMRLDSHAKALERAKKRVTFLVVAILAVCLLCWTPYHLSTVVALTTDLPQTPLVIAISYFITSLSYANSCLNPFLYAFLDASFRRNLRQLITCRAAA
# CHO-K1 Ca antag: counter-screen for M1 antagonists: effect in parental CHO-K1 cells; inhibition, % at 3 µM; ATP-induced calcium, Fluo-8 fluorescence; AID 602250; 360,000 compounds, 0.6% hits;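 active means inhibition above a per-plate cutoff, the plate's mean sample inhibition plus 3 SD, cut at about 24% in these data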;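 further: 0% = DMSO plus EC80 ATP and 100% = DMSO alone without ATP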
# OXTR agonist: activates the human oxytocin receptor; P30559; CHO-OTR cells, Fluo-8 calcium fluorescence; normalized: DMSO 0%, oxytocin 100%; activation, % at 3 µM; 320,000 compounds, 0.32% hits;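 active means activation above the mean of all tested compounds plus 3 SD, cutoff set per screening run, cut at about 20% in these data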;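 further: peak over basal fluorescence ratio from a 100 s FLIPR kinetic read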
# Target sequence (P30559 whole entry, looked up): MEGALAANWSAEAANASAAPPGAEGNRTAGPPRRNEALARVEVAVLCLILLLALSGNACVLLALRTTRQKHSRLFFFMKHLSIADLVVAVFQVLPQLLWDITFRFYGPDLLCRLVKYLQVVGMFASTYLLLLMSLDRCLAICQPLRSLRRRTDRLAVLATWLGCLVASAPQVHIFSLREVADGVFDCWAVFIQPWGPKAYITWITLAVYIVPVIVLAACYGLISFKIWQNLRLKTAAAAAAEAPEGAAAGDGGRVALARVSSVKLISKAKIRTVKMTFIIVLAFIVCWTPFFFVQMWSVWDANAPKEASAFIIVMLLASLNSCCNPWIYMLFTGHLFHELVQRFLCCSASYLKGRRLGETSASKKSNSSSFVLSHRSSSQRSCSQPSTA
# V1R ag counter: counter-screen for oxytocin receptor agonists: human V1a receptor agonists | 320,000 compounds, 0.25% hits | activation, % at 3 µM | AID 2797 | CHO-V1R cells, Fluo-8 calcium fluorescence, agonist mode; 0% DMSO, 100% 3 nM vasopressin | P37288;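 active means activation above the mean activation of all tested compounds plus 3 SD, per screening run, cut at about 20% in these data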;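 further: signal is peak over basal fluorescence ratio across a 100 second FLIPR read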
# TAAR1 antag: human TAAR1 antagonism; CHO RD-HGA16 TAAR1, Fluo-8 calcium fluorescence, antagonist; inhibition, % at 3 µM; 360,000 compounds, 1.5% hits;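 active means inhibition above a per-plate cutoff, the mean inhibition of test compounds on that plate plus 3 SD, cut at about 49% in these data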;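 further: 0% = DMSO plus EC80 beta-PEA response and 100% = DMSO alone without agonist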
# Target sequence (Q96RJ0 whole entry, looked up): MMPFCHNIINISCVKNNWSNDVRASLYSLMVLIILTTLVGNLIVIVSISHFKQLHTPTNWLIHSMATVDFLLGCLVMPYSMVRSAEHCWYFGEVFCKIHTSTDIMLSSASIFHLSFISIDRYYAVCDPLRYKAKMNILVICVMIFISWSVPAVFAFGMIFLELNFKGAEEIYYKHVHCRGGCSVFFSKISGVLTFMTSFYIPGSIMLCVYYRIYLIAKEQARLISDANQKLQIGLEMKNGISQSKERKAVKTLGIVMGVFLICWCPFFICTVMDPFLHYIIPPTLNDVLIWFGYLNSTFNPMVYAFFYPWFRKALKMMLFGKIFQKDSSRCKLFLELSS
#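 Material: CHO RD-HGA16 cells bearing hTAAR1; compound dosing: one-point dosing, 3 µM nominal final; schedule: dye loading 75 min at 37 °C, then 30 min room temperature; measured by: calcium fluorescence with Fluo-8; control set: vehicle and agonist controls; replication: n of 1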
# OXTR potentiator: potentiates the human oxytocin receptor response; P30559; AID 2445; 320,000 compounds, 0.061% hits; activation, % at 3 µM; CHO-OTR cells, Fluo-8 calcium fluorescence, potentiator mode; 0% = oxytocin EC15, 100% = EC100;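 active means activation above that plate's cutoff, the mean activation of tested compounds plus 3 SD, cut at about 6.6% in these data, passing the limit was not always enough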;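 further: 100% uses oxytocin at 75 nM as the full agonist control; some results filed as inactive read as strong as hits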
#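 System: human OTR in CHO cells / Also added: sub-maximal oxytocin, roughly EC15 / Control set: EC15 oxytocin low, 75 nM oxytocin high / Schedule: 6 min compound pre-incubation at room temperature, 100 s kinetic read / Compound: single-point 3.0 µM / Replication: singlicate / Technique: Fluo-8 calcium dye fluorescence / Read-out basis: % activation of max/min ratio relative to oxytocin controls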
# CHO-K1 Ca PAM: nonselective activator or artifact in parental CHO-K1 calcium assay; AID 602247; ATP EC20, Fluo-8 calcium fluorescence; 0% at ATP EC20, 100% at ATP max; 360,000 compounds, 0.02% hits; activation, % at 3 µM;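 active means activation above the run cutoff, the mean activation of all test compounds plus 3 SD, cut at about 40% in these data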;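 further: peak over basal fluorescence ratio in a 140 s read after ATP addition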
# Active calls of the source: *; · = not tested or not shown. Hits appear at their usual frequency (roughly 3.5% active in at least one column).
SMILES,CHO parental Ca,M1 ag parental,GPR7 antagonist,CHO-K1 Ca antag,OXTR agonist,V1R ag counter,TAAR1 antag,OXTR potentiator,CHO-K1 Ca PAM
Cn1cc(CNC(=O)c2cc(-c3ccccc3)nc3ccc(Br)cc23)cn1,-13,3.4,5,-7,-0.5,1.1,43,-3,14
O=S1(=O)N=C2CCCCCN2C(c2ccc(Cl)cc2)N1 (stereo unspecified),-15,0.4,-4,-20,0.0,0.6,-20,-6,12
Cc1cccc(C)c1-n1nnnc1C1(C)CCC(=O)N1CCc1ccc(O)cc1 (stereo unspecified),·,2.4,·,1,·,·,17,·,12
CCc1ccc(OC2=NS(=O)(=O)c3ccccc32)cc1,·,-0.2,-9,-3,·,·,4,·,-9
COc1ccc(CCNC(=O)Cc2ccsc2)cc1,-4,1.2,-11,-4,-0.5,0.3,-18,2,13
COc1cc(CCC(=O)OCC(=O)NCc2ccc(Cl)cc2)cc(OC)c1OC,-28,0.2,-1,10,3.3,4.6,14,-3,-15
COC(=O)c1cc2c(s1)-c1ccccc1CC2,-28,0.3,0,-12,-1.6,-0.7,-6,-10,15
Cc1nc2c3ccccc3n(CCN3CCCCC3)c2s1,-27,·,-1,·,-0.9,-0.7,·,5,·
COCCNC(=O)c1nn2c(C(F)(F)F)cc(-c3ccccc3)nc2c1Br,·,-0.2,·,6,·,·,-12,·,8
O=c1[nH]c2cc([N+](=O)[O-])ccc2c2ccccc12,·,0.6,·,-6,·,·,8,·,20
O=C(COC(=O)CSc1ccc([N+](=O)[O-])cc1)NC1CCCCCCC1,-2,-0.3,·,19,-1.9,0.1,10,-9,0
COc1ccc(NC(=O)Nc2ccon2)cc1OC,-5,4.4,-10,3,-0.1,0.2,-6,-3,3
O=C(NCC1CCCO1)c1ccc2ccccc2n1 (stereo unspecified),3,-0.1,2,5,-0.4,0.2,4,-3,16
CCOC(=O)CSc1ncnc2c1cnn2-c1ccc(C)cc1C,-3,1.3,-10,-11,-1.1,-0.7,-25,-3,9
O=C(Cc1cccs1)Nc1nnc(C2CC2)s1,-4,1.6,5,-11,-1.7,-0.4,-29,-3,15
COc1ccc(OCc2nnc(SCC(=O)Nc3nnc(C4CC4)s3)n2C)cc1,-14,-0.1,-1,-9,0.2,0.3,8,2,-2
C/C(=N\NC(=O)CN1CCN(Cc2ccccc2)CC1)c1cccs1,-7,0.8,0,1,-0.7,0.3,-22,-2,10
Cc1c(OCC(=O)NCc2cccnc2)ccc2c3c(c(=O)oc12)CCC3,-23,1.8,-10,-10,-0.1,0.4,-19,-8,4
CC1S/C(=N/N=C/c2cccs2)NC1=O (stereo unspecified),5,-0.4,-3,2,-0.9,0.2,6,2,1
CC(=O)NC1(C(F)(F)F)NC(=O)N(C2CCCCC2)C1=O (stereo unspecified),-4,-0.3,-2,16,-0.1,-0.2,-1,-6,5
CCOC(=O)C1CCN(c2cc3c(cc2NC(=O)c2ccccc2F)n(C)c(=O)n3C)CC1,-27,0.8,-12,-3,-1.2,-0.8,7,-5,-9
Cc1cc(C)c(-c2c(O)c3ccccc3n(C)c2=O)c(C)c1,-7,0.0,·,4,-0.2,-0.7,-25,1,-10
Cc1cc(C)nc(SCc2ccc(C(=O)N/N=C/c3ccc(C(=O)O)cc3)cc2)n1,-14,0.6,0,-1,0.1,0.8,2,-2,-10
Cc1sc2ncnc(SCC(=O)NC(=O)c3cccn3C)c2c1C,-3,1.5,-7,-12,4.0,5.2,-3,-2,8
CCc1nc2c(OCc3ccc(C(F)(F)F)cc3)cccn2c1N(C)C(=O)c1ccc(C)cc1,·,0.8,·,-7,·,·,-20,·,9
Cc1ccc(C(N)=S)c(C)c1,-5,-0.1,-4,12,-0.1,-0.5,-22,-6,-3
COc1ccc(NS(=O)(=O)c2cccc(NC(=O)c3ccccn3)c2)cc1,-3,7.2,-4,-1,5.7,6.8,0,-18,2
CC1(C(=O)NC2CCCCCC2)CCN1C(=O)C1(c2ccccc2)CC1 (stereo unspecified),·,0.5,·,-9,·,·,-9,·,9
O=C(O)Cc1cc(C(=O)Nc2ccc(Br)cc2)sc1-c1ccccc1,-3,·,5,·,-0.1,0.5,·,-1,·
Cc1[nH]nc2c(=S)[nH]c(=O)[nH]c12,·,0.2,·,-3,·,·,-10,·,-1

# Shown bar-delimited: entries from further up.
smiles | CHO parental Ca | M1 ag parental | GPR7 antagonist | CHO-K1 Ca antag | OXTR agonist | V1R ag counter | TAAR1 antag | OXTR potentiator | CHO-K1 Ca PAM
CC(=O)NC1(C(F)(F)F)NC(=O)N(C2CCCCC2)C1=O (stereo unspecified) | -4 | -0.3 | -2 | 16 | -0.1 | -0.2 | -1 | -6 | 5
CCOC(=O)C1CCN(c2cc3c(cc2NC(=O)c2ccccc2F)n(C)c(=O)n3C)CC1 | -27 | 0.8 | -12 | -3 | -1.2 | -0.8 | 7 | -5 | -9

# New compounds follow.
SMILES,CHO parental Ca,M1 ag parental,GPR7 antagonist,CHO-K1 Ca antag,OXTR agonist,V1R ag counter,TAAR1 antag,OXTR potentiator,CHO-K1 Ca PAM
CCc1ccc(-c2ccc(C(=O)O)c(C)n2)cc1,-13,-0.3,-4,-7,2.2,0.9,3,4,19
O=C(COC(=O)C1CSC2(c3ccc(F)cc3)CCC(=O)N12)NC(=O)NC1CCCC1 (stereo unspecified),-24,2.8,-7,-2,-1.5,-0.6,10,-4,13
Cc1ccc(NC(=O)c2ccoc2C)cc1C,-7,0.5,4,-9,-2.7,-1.1,-33,1,24
O=C(Nc1ccnn1C1CCN(C2CCC2)CC1)c1ccccc1,12,0.9,3,-11,0.7,0.3,6,1,9
Cc1ccc(CN2CCNC(=O)C2CC(=O)O)cc1 (stereo unspecified),-4,0.6,-9,-3,-0.4,0.2,-9,2,18
CCCNC(=O)C1(C)CCCN(Cc2ccc(C)cc2)C1 (stereo unspecified),·,0.5,·,-4,·,·,-6,·,2
CCCn1ccnc1SC(C)C(=O)Nc1c(C)n(C)n(-c2ccccc2)c1=O (stereo unspecified),-8,-0.3,·,-7,-0.5,-0.5,-13,0,-1
O=C(O)C1C2C=CC(C2)C1C(=O)NCc1cccc(Cl)c1 (stereo unspecified),-10,1.1,-13,3,-0.9,1.4,-6,0,9
O=Nc1c(O)n(Cc2cccc(Cl)c2)c2ccccc12,61*,-0.4,-14,5,-1.5,-1.8,-2,-11,-8
CCOc1cc(/C=C(/NC(C)=O)C(=O)O)cc(Cl)c1OCc1cccc(Br)c1,-8,0.2,-9,-11,-0.3,-0.2,-3,4,20
CCOC(=O)[C@@H]1[C@H]2COc3ccc(Br)cc3[C@@H]2N2C(=O)N(c3ccc(C)cc3)C(=O)[C@@]12C,-27,-0.2,·,0,-0.3,-0.5,11,-2,-14
CN(C)c1cc(-c2ccc(Cl)cc2Cl)oc(=O)c1Cl,-22,0.1,-5,-9,-2.3,-1.4,-12,0,9
Cc1ccc(-c2nc(CS(=O)CC(=O)NCc3ccc(Cl)cc3)c(C)o2)cc1 (stereo unspecified),-19,-0.9,-2,-2,2.2,0.5,-23,-3,14
CCOc1ccc(NS(=O)(=O)c2cc(C(=O)NCC3CCCO3)ccc2Cl)cc1 (stereo unspecified),-14,-0.1,·,2,-0.4,0.8,-38,-4,-21
Cn1c(=O)c2[nH]c(CCCc3ccc([N+](=O)[O-])cc3)nc2n(C)c1=O,·,-0.1,·,-5,·,·,-22,·,-5
CN(c1ccccc1)c1nc(N)c([N+](=O)[O-])c(N2CCOCC2)n1,-2,1.0,-14,-2,0.0,0.8,-41,-9,-10
O=C(Cn1cc([N+](=O)[O-])cn1)Nc1nc2ccccc2s1,-4,5.2,5,-15,6.4,6.5,10,-1,7
CCOc1cc(C2Nc3cccc4cccc(c34)N2)ccc1O,10,0.6,3,-10,-1.3,-1.4,·,-7,4
O=C(C1CCCN(S(=O)(=O)c2ccccc2)C1)N1CCN(c2ccc(F)cc2)CC1 (stereo unspecified),-22,7.6,-19,-2,4.3,4.1,-7,-7,8
COCCCNC(=O)C[C@@H]1C[C@@]2(C(=O)OC)CCCCC=C2N(Cc2cccc3ccccc23)C1=O,·,6.8,·,1,·,·,39,·,11
O=C1N/C(=C/c2cccs2)C(=O)N1Cc1ccc(F)cc1,22,-0.1,-6,1,-0.3,-0.8,-21,-4,11
O=C(COc1ccc(Cl)cc1Br)Nc1nnc(C2CC2)s1,-2,-0.1,·,-4,1.1,-0.3,13,0,-5
CC1C(=O)N2CCCc3cc(NC(=O)CC(C)(C)C)cc1c32 (stereo unspecified),-17,0.9,2,-10,0.4,0.6,-20,-7,-11
CCc1nc2c(OCc3ccc(Cl)cc3Cl)cccn2c1N(C)C(C)=O,·,1.1,·,3,·,·,-20,·,-2
O=CN1Cc2[nH]c3ccccc3c2N(c2ccc(Cl)cc2)C1=O,-2,-0.2,3,27*,0.3,1.7,-1,-10,-8
Cc1cccc(NC(=O)c2ccc(C3SCC(=O)N3CCc3ccccc3)cc2)c1C (stereo unspecified),12,4.2,-6,14,6.9,7.8,27,-21,4
CC(=O)Nc1c(NC(=O)CC#N)[nH]c2c(c1=O)c(=O)n(C)c(=O)n2C,-4,1.6,-4,-2,0.2,1.2,-6,2,14
CC(=O)c1ccc(-c2ccc(/C=C(/Sc3n[nH]c(C)n3)C(=O)O)o2)cc1,-9,1.2,-7,-3,-0.1,0.8,19,-4,12
CCc1ccc(-c2n[nH]c(=O)c3ccccc23)cc1,-11,-0.3,-24,-8,-2.0,-0.9,-24,-6,0
Cc1cc(NC(=O)CN2C(=O)/C(=C/c3ccc(C(C)C)cc3)SC2=S)no1,·,-0.5,·,-2,·,·,-11,·,-5
O=C(Nc1ccc(NC(=O)c2ccccc2O)cc1)Nc1ccc(F)cc1F,9,3.1,-13,5,-0.2,0.4,4,-3,5
COc1ccccc1C(=O)Nc1cccc(SC)c1,-18,0.1,2,4,-1.7,0.4,12,-7,5
Cc1ccc(NC(=O)CNc2ccc(Cl)cc2F)cc1,-8,0.0,-1,8,-2.2,-0.8,1,-9,-13
CCNS(=O)(=O)c1ccc(NC(=O)c2ccc(Cn3cc(Br)cn3)o2)cc1,7,2.1,0,9,2.9,2.9,13,-10,-4
CCCC(C)NC(=O)c1ccc(-c2ccccc2)cc1 (stereo unspecified),-1,·,-10,·,-0.3,2.9,·,-9,·
CC(C)Oc1cccc(C(=O)C2CCCN(C(=O)c3ccsc3)C2)c1 (stereo unspecified),-17,0.1,-17,-1,-2.4,0.7,-13,-2,5
N#Cc1c(N)sc2c1CCCCCC2,5,0.3,2,-16,1.0,0.4,14,0,1
CC1(C)Cc2cccc(OCC(=O)NCc3ccccc3F)c2O1,-8,0.7,·,-13,-2.2,-1.1,7,-2,-13
O=C(c1ccc(N2CCCC2=O)cc1)N1CCN(c2ccccc2O)CC1,-14,-0.3,·,-3,-1.6,-0.2,-5,-5,7
COc1ccc(-c2nnc(SC)n2C)cc1,-7,-0.3,-7,-12,0.1,0.4,5,4,-13
